IL-2 act = activates IL-2 in a cell-based reporter assay | IL-2 activation reporter assay, cell-based qHTS; stimulated with anti-CD3/CD4/CD28 beads; in transgenic mouse T cells | activation, % (series mostly up to about 46 µM) | 360,000 compounds, 0.065% hits; in the data active = activation above about 50%; inconclusive = mostly about 30% to 49%; also: 0% is about no effect
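EGFP and DsRed fluorescence is measured by plate cytometry in unstimulated transgenic mouse T cells exposed to compound for 60 minutes, then stimulated 18 hours at 37 degrees C with anti-CD3/anti-CD4 beads plus anti-CD28.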
EPAC1 agonist = EPAC1 (human) agonism; O95398; 360,000 compounds, 0.073% hits; Potency, µM (titrated, usually from 154 µM), inactives show at the top dose activation, most hits filed as activators; EPAC1 agonist qHTS, biochemical assay; response scale: 100% = response to 6.5 mM cAMP; also: potency is read from the fitted curve at half-maximal effect; nearly all actives have a fitted effect of over 60% in size
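Compounds were pinned as a concentration titration into mixtures of EPAC1 (100 nM), BODIPY-GDP-loaded Rap1B (250 nM) and GDP (50 uM). After 5 min at room temperature, fluorescence was followed for 30 min; activity was scaled to 6.5 mM cAMP.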
CCT chaperon mod = changes cytosolic chaperonin activity; purified chaperonin ATPase assay, HTRF ADP detection, 30 min; activity change, % (test concentration not listed), hits read low; 360,000 compounds, 0.3% hits; AID 651819; in the data active = activity change below about -30%; also: % is scaled to controls: 0 for no effect and ±100 for the full control effect
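ATPase activity: ADP formed was measured by HTRF Transcreener (665/615 nm ratio) after 30 min at 37 deg C with 10 uM ATP. Compounds screened at one 76 uM concentration against 40 or 20 nM TRiC in Tris pH 7.4/KCl/MgCl2/DTT buffer.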
EPAC2 ag = activates human EPAC2 exchange factor; Q8WZA2; EPAC2 activation, biochemical qHTS; response scale: 100% = 6.5 mM cAMP response; 360,000 compounds, 0.079% hits; Potency, µM (titrated, usually from 154 µM), inactives show top-dose activation, most hits filed as activators; also: potency is read from the fitted curve at half-maximal effect; nearly all actives have a fitted effect of over 50% in size
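Each well held 100 nM EPAC2, 250 nM RAP1B-BODIPY-GDP and 50 uM GDP. Fluorescence, read at 5-min intervals to 30 min, was referenced to a 6.5 mM cAMP positive control.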
PI5P4Ka inh = inhibitors of human PI5P4K alpha; P48426; PI5P4Kalpha enzyme, ADP-Glo luminescence, 60 min; stronger effect = lower value; max response, %; 330,000 compounds, 1.2% hits; AID 652105; active = max response of -50% or lower; inconclusive = between -30% and -50%; inactive = -30% or higher; also: value at the top dose of about 77 µM; % is scaled to controls: 0 for no effect and ±100 for the full control effect
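Controls without substrate or without enzyme flank wells where PI5P4Kalpha converts substrate using 5 microM ATP (final). Incubation lasts 60 minutes at room temperature; ADP formed is read by ADP-Glo luminescence.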
PLK1 PBD block = PLK1 (human) polo-box domain binding inhibition; Plk1 PBD binding of FITC phosphopeptide, fluorescence polarization; Potency, µM, for inactives: max response, negative = inhibition, hits mostly inhibitors; 360,000 compounds, 2.8% hits; also: potency is read from the fitted curve at half-maximal effect; series mostly up to about 57 µM; % is scaled to controls: 0 for no effect and ±100 for the full control effect; nearly all actives have a fitted effect of over 65% in size
EPAC1 antag = blocks human EPAC1 exchange factor. EPAC1 GEF assay, Rap1b-BODIPY-GDP exchange fluorescence. O95398. 360,000 compounds, 0.14% hits. AID 720709. Potency, µM (doses to about 115 µM), for inactives: top-dose activity change, negative = inhibition, usual class: inhibitors;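 also: potency is read from the fitted curve at half-maximal effect; plate controls were vehicle for no effect and positive control for full effect; nearly all actives have a fitted effect of over 50% in size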
WRN inhibitor = inhibitors of human WRN helicase | WRN helicase unwinding, fluorescent forked duplex, kinetic | Potency, µM (highest dose often 114 µM), inactives show top-dose activity change, negative = inhibition, usual class: inhibitors | 360,000 compounds, 0.46% hits; also: potency is read from the fitted curve at half-maximal effect; % is scaled to controls: 0 for no effect and ±100 for the full control effect; nearly all actives have a fitted effect of over 55% in size
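Primary qHTS, 1536-well format. 20 nM WRN + compound, 15 min RT; start with 100 nM forked fluorophore/quencher duplex, 2 mM ATP (final); kinetic read ex 525/em 598 nm.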
* marks the source's active call; other numbers are inactive results; ? = inconclusive. Unless noted, calls follow the shape of the dose curve; as a rule, active = well fitted curve in the direction sought with a large enough effect; inconclusive = small, poorly fitted or top-dose-only effect, or another doubt; inactive = no such curve, though single readings can be large; an effect the other way counts as inactive or inconclusive. Some of the compounds tested. The share of hits here may be higher or lower than overall.

SMILES | IL-2 act | EPAC1 agonist | CCT chaperon mod | EPAC2 ag | PI5P4Ka inh | PLK1 PBD block | EPAC1 antag | WRN inhibitor
CC(=O)N1C[C@H](O)C[C@H]1C(=O)O | 0.3 | -14% | -5.5 | 7% | -7 | ? | 4% | 10%
CC[C@@H]1C(=O)OC[C@@H]1Cc1cncn1C | 0.4 | -4% | 0.6 | 0% | 0 | -9% | 1% | -2%

From PubChem BioAssay
